DUSP3 inh – DUSP3 (human) phosphatase inhibition; 0.52% of 290,000 active; recombinant VHR phosphatase, pNPP absorbance; inhibition, % at 13.3 µM; AID 1654; P51452; in the data active = inhibition above about 50%; note: some compounds called inactive have numbers as strong as hits
Target sequence (P51452 whole entry, looked up): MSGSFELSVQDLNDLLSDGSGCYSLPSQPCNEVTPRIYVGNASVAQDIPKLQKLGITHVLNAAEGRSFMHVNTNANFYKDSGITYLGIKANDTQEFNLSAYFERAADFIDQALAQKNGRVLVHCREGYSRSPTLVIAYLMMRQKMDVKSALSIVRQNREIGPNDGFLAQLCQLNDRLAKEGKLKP
Mtb BioA inh – inhibitors of Mycobacterium tuberculosis BioA enzyme | inhibition, % at 9.99 µM | purified M. tuberculosis BioA enzyme, plate reader | AID 602481 | 0.096% of 360,000 active; in the data active = inhibition above about 40%; inconclusive = no clear call, values can overlap the other calls
FadD28 FP inh – blocks FadD28 binding to the bisubstrate probe. 0.22% of 360,000 active. fluorescence polarization. inhibition, % at 12.5 µM; in the data active = inhibition above about 8.5%, passing the limit was not always enough; inconclusive = no clear call, values can overlap the other calls
Mtb FBA inh – inhibits M. tuberculosis FBA enzyme; 2.3% of 360,000 active; P9WQA3; AID 588726; inhibition, % at 1 µM; purified M. tuberculosis FBA, fluorescence read-out; in the data active = inhibition above about 27%;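 note: 0% = vehicle and 100% = reference inhibitor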
Target sequence (P9WQA3 whole entry, looked up): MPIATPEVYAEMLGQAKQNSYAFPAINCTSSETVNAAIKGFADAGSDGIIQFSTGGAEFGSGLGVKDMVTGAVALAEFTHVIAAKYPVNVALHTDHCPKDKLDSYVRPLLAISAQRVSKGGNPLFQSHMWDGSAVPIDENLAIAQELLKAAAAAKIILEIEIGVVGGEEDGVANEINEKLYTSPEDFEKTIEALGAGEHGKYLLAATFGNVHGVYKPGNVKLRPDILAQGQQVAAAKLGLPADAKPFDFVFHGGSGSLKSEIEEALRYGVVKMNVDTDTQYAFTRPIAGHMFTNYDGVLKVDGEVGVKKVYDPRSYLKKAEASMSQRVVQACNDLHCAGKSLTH
GDH-TPI inh – counter-screen for M. tuberculosis FBA inhibitors: GDH-TPI coupled enzymes; GDH-TPI coupled enzyme counterscreen, NADH absorbance; inhibition, % at 4.8 µM; 1.2% of 360,000 active; AID 588335;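 note: 0% = DMSO wells and 100% = wells lacking the enzyme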
UGM FP inh – blocks M. tuberculosis UGM enzyme | P9WIQ1 | purified UGM, fluorescence polarization probe displacement | inhibition, % at 10 µM | 0.06% of 320,000 active; in the data active = inhibition above about 10%, passing the limit was not always enough; inconclusive = no clear call, values can overlap the other calls
MazEF act – increases E. coli MazEF RNase cleavage of RNA. activation, % at 20 µM. FAM/BHQ RNA-DNA oligo cleavage fluorescence, 5 h. P0AE70. 0.32% of 350,000 active; in the data active = activation above about 50%
BoNT-F LC inh – inhibitors of Botulinum neurotoxin F light chain protease; 0.22% of 360,000 active; inhibition, % at 10 µM; AID 588497; Multiplex microsphere protease cleavage assay, flow cytometry; in the data active = inhibition above about 35%, passing the limit was not always enough; inconclusive = no clear call, values can overlap the other calls; note: plate controls were buffer without enzyme for full effect and enzyme alone for no effect
Rv3671c inh – inhibitors of M. tuberculosis serine protease Rv3671c; inhibition, % at 5.96 µM; 0.048% of 320,000 active; in the data active = inhibition above about 38%;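 note: extracellular domain of Rv3671c used as enzyme; 0% = enzyme with DMSO and 100% = no enzyme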
Target sequence (P9WHR9 whole entry, looked up, the tested form may be a part): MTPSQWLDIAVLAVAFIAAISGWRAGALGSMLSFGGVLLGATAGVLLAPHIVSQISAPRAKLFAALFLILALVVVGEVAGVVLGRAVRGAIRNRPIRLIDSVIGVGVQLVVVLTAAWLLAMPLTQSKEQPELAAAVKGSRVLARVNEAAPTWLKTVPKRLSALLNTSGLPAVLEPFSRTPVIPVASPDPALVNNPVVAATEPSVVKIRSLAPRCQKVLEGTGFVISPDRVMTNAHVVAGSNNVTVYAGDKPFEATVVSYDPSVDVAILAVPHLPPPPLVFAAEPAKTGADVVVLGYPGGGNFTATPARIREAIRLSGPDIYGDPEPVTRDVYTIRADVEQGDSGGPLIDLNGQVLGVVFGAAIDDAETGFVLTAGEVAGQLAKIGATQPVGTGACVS
CCHFV vOTU inh – CCHFV vOTU protease inhibition | Pep-AMC fluorescence | inhibition, % at 11.5 µM | 0.55% of 370,000 active; note: 0% = vehicle wells with enzyme and 100% = no enzyme wells
* marks the source's active call; other numbers are inactive results; ? = inconclusive; · = no result given. Cut-off read from the data, not from the text of the source, unless noted: active = inhibition above about 30%; inactive = the rest.

SMILES	DUSP3 inh	Mtb BioA inh	FadD28 FP inh	Mtb FBA inh	GDH-TPI inh	UGM FP inh	MazEF act	BoNT-F LC inh	Rv3671c inh	CCHFV vOTU inh
OCC[C@@H]1C[C@@H](O)[C@H](O)[C@]2(CCCCO2)O1	-15	-2.2	-3.5	-2	6	1.2	4	-5	0	-5
CN1C(=O)[C@H]2[C@@H](c3ccc(C(F)(F)F)cc3)N[C@]3(CCCN(Cc4ccc(C(F)(F)F)cc4)C3=O)[C@H]2C1=O	·	2.1	-19	-4	-1	·	-2	-8	·	3
COc1ccc(CCn2c(C)nc3ccccc3c2=O)cc1OC	-13	2.3	-6.5	0	5	-5.4	7	-2	-4	-6
c1ccc(Cn2cc(CSc3ccccc3)nn2)cc1	7	-0.1	0.3	0	-2	0.8	-1	-5	-1	-3
Cc1ncc(CN2CCC(CO)(CCOc3ccccc3)CC2)s1	17	0.8	-4.1	0	-4	-3.0	2	2	4	5
Cc1cc(C(=O)Nc2cccc3ccccc23)co1	13	-3.4	0.4	19	3	1.3	-5	0	4	-13
CC1=C(C(=O)N2CCOCC2)CC(CC(=O)NCCc2ccccn2)C(=O)N1Cc1ccccc1 (stereo not given)	·	-4.0	-1.9	1	·	·	·	2	·	-7
CC(C)(C)CNC(=O)C1(C)CCN1C(=O)Cc1ccc(-c2ccccc2)cc1 (stereo not given)	·	0.6	-2.5	-2	-5	·	·	-5	·	14
CN(C)c1ccc(-c2ccnc3c2CC(C)(C(=O)NCc2ccc(F)c(F)c2)O3)cc1 (stereo not given)	·	-0.7	-4.0	44*	25	·	·	4	·	-9
O=[N+]([O-])c1ccc(/C=N/N=C/c2ccc([N+](=O)[O-])o2)o1	26	·	0.0	-2	15	·	6	-3	·	4
Nc1cccc2cnccc12	30	1.0	-3.9	-4	6	1.0	7	6	1	48*
O=C(CCCN1C(=O)c2ccccc2C1=O)Nc1nc2ccccc2[nH]1	27	1.8	-1.1	-2	3	-3.4	0	-2	-2	12
O=c1cc(O)c(-c2ccccc2Cl)c(Cl)[nH]1	6	-1.9	-2.7	1	-3	1.6	-2	2	-23	10
CC(C(=O)N/N=C/c1ccc(N(C)C)c(Br)c1)N(c1ccccc1)S(C)(=O)=O (stereo not given)	50*	2.8	-1.7	2	20	0.9	4	-5	0	16
Cc1ccc(C)c(N2C(=O)CC(N3CCN(Cc4ccc5c(c4)OCO5)CC3)C2=O)c1 (stereo not given)	-8	-0.9	-1.0	1	5	-1.3	-3	2	1	-1
O=[N+]([O-])c1ccc(Sc2ncc3ccccn23)nc1	9	·	-3.5	0	2	-1.7	0	3	9	-2
CCOc1ccc(-n2c(SCC(=O)c3c(N)n(C)c(=O)n(C)c3=O)nnc2-c2cccnc2)cc1	8	·	-0.5	2	1	0.7	19	-22	1	-22
CN(C)c1c(-c2ccccc2)cc(-c2ccccc2)[nH]c1=O	19	1.8	-2.2	7	3	·	·	-2	·	-12
COc1ccccc1-c1nn(-c2ccccc2)cc1C(=O)NCC(c1ccco1)N1CCCC1 (stereo not given)	·	2.1	-1.8	4	4	0.7	9	-2	2	0
CC(C)(C)N1CSC(=S)N(Cc2ccccc2)C1	16	6.2	-3.0	2	-2	-0.9	-2	1	1	-9

A run of entries taken from the entries so far:
SMILES	DUSP3 inh	Mtb BioA inh	FadD28 FP inh	Mtb FBA inh	GDH-TPI inh	UGM FP inh	MazEF act	BoNT-F LC inh	Rv3671c inh	CCHFV vOTU inh
COc1ccccc1-c1nn(-c2ccccc2)cc1C(=O)NCC(c1ccco1)N1CCCC1 (stereo not given)	·	2.1	-1.8	4	4	0.7	9	-2	2	0
CC(C)(C)N1CSC(=S)N(Cc2ccccc2)C1	16	6.2	-3.0	2	-2	-0.9	-2	1	1	-9

Later entries:
SMILES	DUSP3 inh	Mtb BioA inh	FadD28 FP inh	Mtb FBA inh	GDH-TPI inh	UGM FP inh	MazEF act	BoNT-F LC inh	Rv3671c inh	CCHFV vOTU inh
Cc1ccc(S(=O)(=O)N/N=C2/CC(c3ccccc3)Oc3ccccc32)cc1 (stereo not given)	20	0.6	-4.8	2	17	-0.7	-7	26	3	7
COC(=O)c1ccccc1NC(=S)NC(=O)COc1ccccc1	-7	·	-0.9	-3	3	2.9	2	5	3	13
O=C(Nc1cccc(S(=O)(=O)Nc2ccc(Cl)cc2)c1)c1ccc2c(c1)OCCO2	-1	·	-2.7	-3	9	0.5	12	2	-149	5
CC1=C(C(=O)N2CCCCCC2)CC(CC(=O)NC(c2ccccc2)c2ccccc2)C(=O)N1Cc1ccccc1 (stereo not given)	·	-0.9	-0.7	3	·	·	·	8	·	-1
Cc1cc(Cl)ccc1NC(=S)N1CCC(C(N)=O)(N2CCCCC2)CC1	-11	·	-1.1	0	-1	0.5	3	-9	-11	3
Cc1cc(=O)c2n(Cc3ccc(Cl)cc3)nc[n+]2[nH]1	-20	1.5	-0.8	1	-2	-3.9	-1	-7	1	0
COc1ccc(OC)c(N(CC(=O)NCCSc2ccccc2)S(C)(=O)=O)c1	50*	0.0	-0.6	-2	1	0.9	-1	1	-2	-10
O=C(CSc1nc2ncccc2[nH]1)c1ccc2c(c1)OCO2	9	0.2	-0.1	0	5	-0.4	1	?	-2	-9
O=C(NCc1nnc(SCC(=O)N2CCCC2)o1)c1cccc(C(F)(F)F)c1	-9	-1.1	-3.3	-3	6	-1.7	4	-6	-6	5
Nc1nnc(CC(=O)N/N=C\c2cc([N+](=O)[O-])ccc2O)s1	48	·	2.6	-7	26	-0.3	-15	-13	3	2
N=C(N)SCc1nc2ccccc2c(=O)n1-c1ccccc1Cl	4	8.6	-2.1	10	6	3.4	3	2	0	-12
O=C(NCCCO)C(=O)NCc1ccccn1	7	-1.8	1.0	0	5	-1.0	1	2	-7	-12
O=C(NCCc1ccc(C(F)(F)F)cc1)C1COc2ccccc2O1 (stereo not given)	-5	0.5	-4.8	-2	9	1.2	-1	16	7	-6
Clc1ccc(C2=CSC3=Nc4cccc5cccc(c45)N23)cc1	-5	-1.6	-2.1	-5	11	0.6	28	2	-17	103*
CN(C)c1ccc(CNC23CN4CN(CN(C4)C2)C3)cc1	-9	1.5	0.3	4	3	0.3	6	7	3	0
COc1ccc(-c2nnnn2C(C)C)cc1S(=O)(=O)Nc1ccccc1	-20	-0.8	-1.9	-3	-2	-1.1	10	9	3	5
O=Nc1c(-c2ccccc2)n(O)[n+]([O-])c1-c1ccccc1	·	-1.4	-3.7	-8	3	·	3	-6	·	-4
O=C(/C=C/c1ccc(S(=O)(=O)N2CCOCC2)cc1)Nc1cc(F)ccc1F	·	·	-3.4	1	10	-1.7	-4	-7	-6	11
Cc1cc2nc3n(c2cc1C)CC1CC(C(=O)NCc2cccc(C(F)(F)F)c2)N(C)C31 (stereo not given)	22	-1.4	-3.3	-1	9	1.3	-5	2	2	2
Cc1ccc(N2CC(C(=O)NNC(=O)c3ccc(F)cc3)CC2=O)cc1 (stereo not given)	·	-2.1	-1.1	3	5	-1.4	-2	-3	-5	-3
CCOc1cccc(N(C(=O)CNC(=O)c2ccco2)C(C(=O)NCC2CCCO2)c2ccccc2)c1 (stereo not given)	30	-0.9	-0.9	0	0	-0.5	8	18	3	6
Cc1cc(C)c2c(n1)nn1c(C)c(CCC(=O)NCc3ccco3)c(C)nc21	3	0.9	-0.7	30*	2	-0.9	2	-5	3	-36
C=CCOc1ccccc1/C=c1\sc2nc(-c3oc4ccccc4c3C)nn2c1=O	·	·	·	·	·	-0.1	-5	·	-4	-9
Cc1ccc(S(=O)(=O)N2CCOCC2)cc1NC(=O)COC(=O)c1cccc(Cl)c1Cl	·	-1.2	-0.4	2	-4	·	2	-1	·	2
O=C(NCCN1CCOCC1)c1cccc(Br)c1	·	-1.5	-3.5	-3	-3	-0.7	5	-14	-7	7
Cc1ccc(C)c(N2CCN(C(=O)c3ccc(Cn4c(=O)[nH]c5ccccc5c4=O)cc3)CC2)c1	51*	-0.5	-6.3	-1	-3	0.9	-21	11	-33	-2
O=C1NC(Cc2ccc(O)cc2)c2nc3cc(F)c(F)cc3c(=O)n2-c2ncccc21 (stereo not given)	·	1.7	-0.2	3	1	·	-2	2	·	1
CC(C)(C)c1ccc(C2=NC(=O)C(CC(=O)O)S2)cc1 (stereo not given)	9	·	-1.4	3	-7	-2.5	4	-9	3	-3
CC(=O)Nc1ccc(/C=N/Nc2nc3ccccc3[nH]2)cc1	-4	·	0.1	-5	38*	-2.6	6	-8	10	17
CCCCCC/C(C)=C1/SC(=S)NC1=O	15	5.7	-8.5	1	24	-2.2	-16	-19	-8	9
Cc1ccc(C2CC(=O)C(C=NCCN3CCN(CC(=O)Nc4cc(C)cc(C)c4)CC3)=C(O)C2)cc1 (stereo not given)	43	-5.3	-2.9	-3	-6	·	-4	-7	·	-1
Clc1ccccc1OCCn1nnc2ccccc21	-3	0.8	-2.9	0	8	-0.4	1	?	5	-4
O=C(NC1CCCCC1)C(=S)N1CCCC1	2	-1.7	-5.6	-3	-3	0.6	0	-2	-1	13
CC(=O)Oc1ccc(C23c4ccccc4C2(OC(C)=O)c2cc(OC(C)=O)ccc23)cc1 (stereo not given)	·	-1.2	-4.3	71*	6	·	39	-12	·	-18
Clc1ccc(-c2nc3ccc(Br)cn3c2Cc2ccccc2)cc1	·	-5.2	-1.4	2	4	·	-14	-2	·	13
COC(=O)C(O)(CC(=O)Nc1ccc(C)c(F)c1)C(F)(F)F (stereo not given)	26	0.9	-4.9	-4	-14	2.3	-19	15	1	7
CCCCOC(=O)c1ccc(NC(=O)C(=O)NCCN(C)C)cc1	-12	0.3	-1.9	1	-1	-1.5	-16	-12	-2	-4
N#Cc1ccc(/C=C/C(=O)c2ccc3c(c2)OCO3)cc1	15	·	-4.0	4	4	-3.5	5	-2	4	13
CCCCNC(=O)C1CCCNC1=O (stereo not given)	2	-1.9	-1.2	1	6	0.3	6	1	-5	8

By substructure, the entries above with a tert-butyl group
SMILES	DUSP3 inh	Mtb BioA inh	FadD28 FP inh	Mtb FBA inh	GDH-TPI inh	UGM FP inh	MazEF act	BoNT-F LC inh	Rv3671c inh	CCHFV vOTU inh
CC(C)(C)CNC(=O)C1(C)CCN1C(=O)Cc1ccc(-c2ccccc2)cc1 (stereo not given)	·	0.6	-2.5	-2	-5	·	·	-5	·	14
CC(C)(C)N1CSC(=S)N(Cc2ccccc2)C1	16	6.2	-3.0	2	-2	-0.9	-2	1	1	-9
CC(C)(C)c1ccc(C2=NC(=O)C(CC(=O)O)S2)cc1 (stereo not given)	9	·	-1.4	3	-7	-2.5	4	-9	3	-3

High-throughput results: PubChem, several laboratories
